Growth percent in the NCI-60 one-dose screen (48 h, 10 µM unless noted): 100 = growth as untreated, 0 = no growth, -100 = all killed.
IGROV1 = IGROV1 ovarian cancer. hit rate 4.7% among 79,000. AID 1794786
SN12C = SN12C renal cancer cells. hit rate 3.8% among 81,000
OVCAR-4 = OVCAR-4 ovarian cancer cells | hit rate 3.7% among 80,000
TK-10 = TK-10 renal cancer cells. hit rate 3.9% among 81,000
SK-OV-3 = SK-OV-3 ovarian cancer cells; hit rate 3.2% among 80,000
786-0 = 786-0 renal cancer cells. AID 1794775. hit rate 5.1% among 81,000
UO-31 = UO-31 renal cancer; hit rate 5.2% among 81,000; AID 1794768
OVCAR-5 = OVCAR-5 ovarian cancer. hit rate 2.9% among 82,000. AID 1794783
* = called active by the depositor; . = no result given; & = joins results of further samples. The calls were made as follows: active = growth percent below 10; inactive = the rest.

SMILES	IGROV1	SN12C	OVCAR-4	TK-10	SK-OV-3	786-0	UO-31	OVCAR-5
O=C1CSC(c2ccc(Cl)cc2Cl)N1n1cnnc1 (stereo not given)	105	108	115	98	108	97	92	116
CC(C)(O)c1cncc(-c2ccc3ncc(C#N)c(N4CCc5cc(F)c(Cl)cc54)c3c2)c1	-14*	17	-1.6*	14	-22*	8.7*	-2.7*	17
C=C1CC[C@@H]2[C@](C)(COC(C)=O)[C@H](OC(C)=O)CC[C@@]2(C)[C@@H]1CC(Nc1ccc(S(=O)(=O)Nc2ccc(Cl)nn2)cc1)C1=CCOC1=O (stereo not given in full)	43	-28*	31	70	86	59	18	45
COc1ccc(N=Nc2c(N)nn3c(=O)c4cc5ccccc5oc4nc23)cc1	80	96	113	113	93	107	74	109
Nc1cc(S(N)(=O)=O)ccc1N1CCCCC1	114	110	91	123	117	102	94	105
CC(=O)c1c(C)[nH]c2c1c(-c1ccc3c(c1Br)OCO3)nc1ccccc12	83	96	102	106	97	96	62	96
COCCOc1ccc(-c2csc(NC(C)=O)n2)cc1NS(=O)(=O)c1cccc2c(N(C)C)cccc12	77	80	87	-21*	119	96	64	105
Nc1nc2cc(Br)ccc2o1	.	92	112	97	102	106	.	96
COc1cc(-c2nn(-c3cccc(NC(=O)CN4CCOCC4)c3)cc2-c2cccnc2)ccc1Cl	80	85	101	125	96	95	69	108
CC(=O)c1c(C)[nH]c(-c2nc3ccc(N4CCN(C)CC4)cc3[nH]2)c1-c1ccc(OCC2CCOCC2)cc1	16	40	36	-5.8*	14	36	7.0*	44
COC(=O)[C@]1(C)CCC[C@]2(C)[C@H]3C[C@H]4C(C(C)C)=C[C@]3(CC[C@H]21)[C@@H]1C(=O)NC(=O)[C@@H]14	100	108	87	106	104	96	89	98
CC(=O)Nc1ccc(NC(=O)CSc2nnc(Cc3ccccc3Nc3c(Cl)cccc3Cl)o2)cc1	106	107	103	109	.	105	89	100
Nc1nc(C(=O)O)c(N)c(=O)[nH]1	112	105	116	108	103	93	87	98
COC(=O)C1(C(F)(F)F)C(C)=C(C)N(c2ccccc2)C2=C1CCCC2 (stereo not given)	78	103	98	150	91	93	77	103
CN(C)CCn1c(=O)c2ccccc2n2nc3ccccc3c12	75	70	84	98	94	94	53	105
Cn1c(=O)c2c(nc(N3CCCC3)n2C)n(C)c1=O	98	102	99	85	103	97	94	99
C=C(C)[C@@H]1CC[C@]2(C(=O)OC)CC[C@]3(C)[C@H](CC[C@@H]4[C@@]5(C)C/C(=C/c6cc(OC)cc(OC)c6)C(=O)C(C)(C)[C@@H]5CC[C@]43C)[C@@H]12	102	95	97	101	101	91	77	95
CC(C)c1ccc(C(=O)Nc2nc3ccc(O)c(CN(C)C)c3s2)cc1	81	91	74	100	91	90	91	70
Oc1ccccc1/C=N/c1nc2cc(Cl)ccc2s1	97	96	104	109	97	93	88	91
Cc1cc(C)n(Cc2ccc(Cl)cc2)c(=O)c1C#N	96	100	108	112	115	100	80	99

Random excerpt: 3 records from the list.
SMILES	IGROV1	SN12C	OVCAR-4	TK-10	SK-OV-3	786-0	UO-31	OVCAR-5
Nc1nc(C(=O)O)c(N)c(=O)[nH]1	112	105	116	108	103	93	87	98
CN(C)CCn1c(=O)c2ccccc2n2nc3ccccc3c12	75	70	84	98	94	94	53	105
Oc1ccccc1/C=N/c1nc2cc(Cl)ccc2s1	97	96	104	109	97	93	88	91

More results follow:
SMILES	IGROV1	SN12C	OVCAR-4	TK-10	SK-OV-3	786-0	UO-31	OVCAR-5
Nc1nc(-c2ccc3ccccc3c2)nn1-c1nc2ccccc2s1	96	96	98	126	.	102	73	105
C=C(C)[C@@H]1CC[C@]2(C(=O)NC3CCCCC3)CC[C@]3(C)[C@H](CC[C@@H]4[C@@]5(C)CC[C@H](N)C(C)(C)[C@@H]5CC[C@]43C)[C@@H]12	113	102	96	124	117	85	80	115
COc1ccc2c(c1OC)C(=O)OC2C1c2c(c(COC(=O)C(Cc3c[nH]c4ccccc34)NC(=O)OC(C)(C)C)c3c(c2OC)OCO3)CCN1C (stereo not given)	92	100	96	125	114	107	73	118
COc1ccc2[nH]cc(-c3nnc(N)nc3-c3c[nH]c4ncccc34)c2c1	69	92	95	129	89	88	67	117
C=CCOCC(O)CN(CCCC)CCCC (stereo not given)	73	96	156	132	112	86	88	99
COc1ccc(-c2nc(N/N=C/c3ccc(F)cc3)nc(N3CCOCC3)c2C#N)cc1	69	92	71	107	74	95	72	92
CC(O)CN1CCCC1 (stereo not given)	96	101	114	102	114	116	84	120
c1ccc(Sc2ncccn2)nc1	108	106	98	109	99	103	88	101
O=[N+]([O-])c1c(F)cccc1Nc1cccc(F)c1	117	.	96	113	114	94	78	97
O=C1OC(=O)c2c1cccc2[N+](=O)[O-]	107	101	108	89	101	102	85	106
CN(C)c1ccc(/C=C2\Oc3cc(O)ccc3C2=O)cc1	93	80	99	81	111	89	79	98
CCc1nc(Cl)nc(Cl)n1	129	121	108	102	110	99	102	97
CC(O)COC(C)COC(C)c1ccccc1 (stereo not given)	129	98	115	106	110	106	84	103
CC(C)(C)C(Br)C(=O)Nc1ccccc1 (stereo not given)	109	106	102	106	103	102	97	111
Cn1ccnc1C(=O)/C=C/c1ccc(CC(=O)NC2CCCCC2)cc1	60	61	59	95	93	71	60	97
COc1cc(/C=C(\C#N)C(=O)c2ccccc2)cc(OC)c1OC	107	108	102	103	96	100	89	94
COc1ccccc1/C=C1/Sc2scc(CC(=O)Nc3ccccc3)[n+]2C1=O	101	94	101	126	82	91	74	106
Brc1cccc(-n2ncc3c(Nc4ccc(OCc5ccccc5)cc4)ncnc32)c1	110	99	105	102	107	100	79	99
CCc1cc(C(C)(C)C)c(O)c(C(C)(C)C)c1	104	99	104	102	100	101	84	97
Fc1ccc(-c2csc(Nc3cccc(Nc4nc(-c5ccc(F)cc5)cs4)c3)n2)cc1	42	47	56	94	87	69	31	65
Cc1cc(C(=O)CCCC(=O)c2cc(C)c(O)c(C)c2)cc(C)c1O	96	98	93	105	98	94	84	96
Cc1ccc([C@@H]2C[C@@H]3Cc4cc(Br)c5ccccc5c4N2O3)o1	93	81	.	92	95	99	84	88
O=S(=O)(NCCCNc1nccc(-c2[nH]c(-c3ccccc3)nc2-c2ccc(F)c(O)c2)n1)c1ccc(Cl)cc1	91	96	101	132	122	100	119	156
CCCCCOC(=O)c1cccnc1	98	102	104	98	97	106	91	112
COc1cc(-c2nnc(SC/C(=N\O)c3ccccc3)o2)cc(OC)c1OC	.	.	100	102	95	85	96	99
C/C(=N\NC(=O)CSc1nc2sc3c(c2c(=O)n1-c1ccccc1)CCC(C)C3)c1ccc(Cl)cc1 (stereo not given)	19	29	29	33	57	7.9*	17	50
CCC(CC)NCC(C)OC(=O)c1ccc([N+](=O)[O-])cc1 (stereo not given)	110	106	105	109	111	101	92	94
Cc1cc(=O)oc2cc(OS(=O)(=O)N(C)C)ccc12	106	101	103	91	119	95	89	97
ClC1=NC(Cl)C(Cl)=N/C1=N\c1ncn[nH]1 (stereo not given)	-50*	26	-70*	-76*	66	81	-82*	85
Cc1nn(-c2ccccc2)c(Oc2ccccc2)c1-c1nc2ccccc2[nH]1	68	92	87	157	95	101	66	101

17 entries already listed, sorted by SMILES length, rising.
SMILES	IGROV1	SN12C	OVCAR-4	TK-10	SK-OV-3	786-0	UO-31	OVCAR-5
CCCCCOC(=O)c1cccnc1	98	102	104	98	97	106	91	112
CC(O)COC(C)COC(C)c1ccccc1 (stereo not given)	129	98	115	106	110	106	84	103
CC(C)(C)C(Br)C(=O)Nc1ccccc1 (stereo not given)	109	106	102	106	103	102	97	111
CCc1cc(C(C)(C)C)c(O)c(C(C)(C)C)c1	104	99	104	102	100	101	84	97
ClC1=NC(Cl)C(Cl)=N/C1=N\c1ncn[nH]1 (stereo not given)	-50*	26	-70*	-76*	66	81	-82*	85
Cc1cc(=O)oc2cc(OS(=O)(=O)N(C)C)ccc12	106	101	103	91	119	95	89	97
CN(C)c1ccc(/C=C2\Oc3cc(O)ccc3C2=O)cc1	93	80	99	81	111	89	79	98
COc1cc(/C=C(\C#N)C(=O)c2ccccc2)cc(OC)c1OC	107	108	102	103	96	100	89	94
Cn1ccnc1C(=O)/C=C/c1ccc(CC(=O)NC2CCCCC2)cc1	60	61	59	95	93	71	60	97
Cc1cc(C(=O)CCCC(=O)c2cc(C)c(O)c(C)c2)cc(C)c1O	96	98	93	105	98	94	84	96
COc1cc(-c2nnc(SC/C(=N\O)c3ccccc3)o2)cc(OC)c1OC	.	.	100	102	95	85	96	99
Cc1nn(-c2ccccc2)c(Oc2ccccc2)c1-c1nc2ccccc2[nH]1	68	92	87	157	95	101	66	101
COc1ccccc1/C=C1/Sc2scc(CC(=O)Nc3ccccc3)[n+]2C1=O	101	94	101	126	82	91	74	106
Brc1cccc(-n2ncc3c(Nc4ccc(OCc5ccccc5)cc4)ncnc32)c1	110	99	105	102	107	100	79	99
Fc1ccc(-c2csc(Nc3cccc(Nc4nc(-c5ccc(F)cc5)cs4)c3)n2)cc1	42	47	56	94	87	69	31	65
C/C(=N\NC(=O)CSc1nc2sc3c(c2c(=O)n1-c1ccccc1)CCC(C)C3)c1ccc(Cl)cc1 (stereo not given)	19	29	29	33	57	7.9*	17	50
O=S(=O)(NCCCNc1nccc(-c2[nH]c(-c3ccccc3)nc2-c2ccc(F)c(O)c2)n1)c1ccc(Cl)cc1	91	96	101	132	122	100	119	156

(cont.)
SMILES	IGROV1	SN12C	OVCAR-4	TK-10	SK-OV-3	786-0	UO-31	OVCAR-5
COc1cc2c(c(OC)c1OC)-c1ccc(NNC(=S)N(Cc3cccc(C[N+](Cc4cccc(CNC56CC7CC(CC(C7)C5)C6)c4)(Cc4cccc(CNC56CC7CC(CC(C7)C5)C6)c4)Cc4cccc(CN(C(=S)NNc5ccc6c(cc5=O)[C@@H](NC(C)=O)CCc5cc(OC)c(OC)c(OC)c5-6)C56CC7CC(CC(C7)C5)C6)c4)c3)C34CC5CC(CC(C5)C3)C4)c(=O)cc1[C@@H](NC(C)=O)CC2 (stereo not given in full)	11	12	29	49	37	11	40	37
Nc1ccccc1-c1nc2ccncc2[nH]1	115	88	.	116	110	93	94	106
c1ccc2cc(C[n+]3ccn(CCCCCCCCCCCCn4cc[n+](Cc5ccc6ccccc6c5)c4)c3)ccc2c1	-74*	-76*	-60*	-48*	-48*	1.3*	24	-25*
COc1ccccc1NC(=O)C1CCC(=C2C(=O)OC(C)(C)OC2=O)N1C (stereo not given)	100	100	102	106	97	102	83	110
CN1C(=O)/C(=C/c2ccc(/C=C3\SC(=S)N(C)C3=O)cc2)SC1=S	93	97	104	106	92	101	80	92
CS(=O)C1=NCC(c2c(N)n[nH]c2-c2ccc(Cl)cc2)=N1 (stereo not given)	71	85	96	131	89	86	62	87
Cc1cc(C)c(Sc2c(C)cc(C)cc2C)c(C)c1	117	105	105	107	110	100	100	120
O=C(O)c1ccccc1	103&125&115	101&110&106	103&107&110	101&116	105&113&117	98&105&93	93&101&99	104&107
CCOC(=O)C[C@@H]1C(=O)N2CC[C@@]3(C(=O)Nc4ccc(Br)cc43)[C@@H]2C[C@H]1C(=O)OCC	100	89	103	96	96	97	88	104
CCCCCCCCCCCCCC(=O)OCCOC(=O)CCCCCCCCCCCCC	106	105	109	102	103	108	88	112
c1ccc([P+](CCSCCSCC[P+](c2ccccc2)(c2ccccc2)c2ccccc2)(c2ccccc2)c2ccccc2)cc1	96	99	97	114	105	112	91	110
O=[N+]([O-])c1c(NCc2ccco2)ncnc1NCc1ccco1	99	101	.	109	113	103	105	99
CCc1c(Cl)nc(N)nc1Nc1ccc(Cl)c(Cl)c1	81	97	81	97	103	86	75	89
CC(CN=C(CC(=O)c1ccc(Br)cc1)c1ccccc1)N=C(CC(=O)c1ccc(Br)cc1)c1ccccc1 (stereo not given)	59	85	82	.	93	87	73	100
Cc1sc2nc3c4ccccc4c(NCCCN(C)C)nn3c(=O)c2c1C	23	53	66	78	66	56	-92*	71
C=C(C)[C@@H]1CC[C@]2(C(=O)O)CC[C@]3(C)[C@H](CC[C@@H]4[C@@]5(C)CC[C@H](OC(=O)C(Cl)Cl)C(C)(C)[C@@H]5CC[C@]43C)[C@@H]12	98	75	63	85	95	83	74	118
COc1ccc(NC(=O)[C@H](CCC(=O)OC(C)(C)C)NC(=O)OC(C)(C)C)cc1C(=O)Nc1cccc(C2CC(=O)c3c(cc(OC)c(OC)c3OC)O2)c1 (stereo not given in full)	95	103	98	110	106	93	65	95

Screening results as filed in PubChem.

Random draw from the library (roughly 8.7% active in at least one column).
